Bioassay records: PubChem, several laboratories
SKKanGAS inh: SKKanGAS growth inhibition; S. pyogenes SKKanGAS, kanamycin growth, BacTiter-Glo, 6 h; inhibition, % at 7.5 µM; 300,000 compounds, 1.3% hits; AID 1662;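 active = mean replicate score, as percent of positive control median, at least 50; inconclusive = mean below 50 but one replicate at or above 50; inactive = mean and every replicate below 50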;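 also: strain carries kanamycin resistance gene driven by streptokinase promoter and grows in 40 µg/ml kanamycin; loss of luminescence reflects streptokinase promoter inhibition or plain growth inhibition; 0% = median of DMSO wells and 100% = positive control at its reference dose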
TRPC4 inh: TRPC4 (mouse) channel inhibition; Q9QUQ5; HEK293 TRPC4beta/mu-opioid, DAMGO-evoked Fluo4 calcium flux; active compounds read low; B-score at 10 µM; 300,000 compounds, 0.39% hits; AID 2247;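 active = B-score over 3 SD under the library average, no early fluorescence shift, positive overall ratio signal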
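Assay system: TRPC4beta/mu-opioid receptor HEK293 cell line; compound dosing: single concentration per test compound; detection: Fluo4 Ca2+ flux fluorescence; evaluation: per-well B score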
MrgX1 agonist: human MrgX1 receptor agonism, primary screen; B-score at 10 µM; Q96LB2; MrgX1-HEK293 cells, Fluo-4 calcium fluorescence, agonist mode; active compounds read high; 310,000 compounds, 0.44% hits;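 active = calcium response B-score plate-corrected fluorescence ratio at least 3 library SD, with starting fluorescence B-score inside 5 SD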
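Test system: Stable human MrgX1 HEK293 cell line | Schedule: Overnight plating before 1 h dye loading | Read-out basis: Baseline-normalised fluorescence change ratio, B-scored | Detection: Kinetic calcium dye fluorescence, Fluo-4 NW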
TRPC6 inh: blocks the mouse TRPC6 cation channel. Q61143. HEK293-TRPC6, membrane potential dye, ACh-evoked depolarization; active compounds read low. B-score at 10 µM. 310,000 compounds, 1.1% hits;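 active = B-score under library mean minus 3 SD, initial fluorescence not abnormally high, positive integrated signal ratio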;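 also: B-score derived from integrated fluorescence ratio over the kinetic read; more negative B-score means stronger inhibition of depolarization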
Target sequence (Q61143 whole entry, looked up): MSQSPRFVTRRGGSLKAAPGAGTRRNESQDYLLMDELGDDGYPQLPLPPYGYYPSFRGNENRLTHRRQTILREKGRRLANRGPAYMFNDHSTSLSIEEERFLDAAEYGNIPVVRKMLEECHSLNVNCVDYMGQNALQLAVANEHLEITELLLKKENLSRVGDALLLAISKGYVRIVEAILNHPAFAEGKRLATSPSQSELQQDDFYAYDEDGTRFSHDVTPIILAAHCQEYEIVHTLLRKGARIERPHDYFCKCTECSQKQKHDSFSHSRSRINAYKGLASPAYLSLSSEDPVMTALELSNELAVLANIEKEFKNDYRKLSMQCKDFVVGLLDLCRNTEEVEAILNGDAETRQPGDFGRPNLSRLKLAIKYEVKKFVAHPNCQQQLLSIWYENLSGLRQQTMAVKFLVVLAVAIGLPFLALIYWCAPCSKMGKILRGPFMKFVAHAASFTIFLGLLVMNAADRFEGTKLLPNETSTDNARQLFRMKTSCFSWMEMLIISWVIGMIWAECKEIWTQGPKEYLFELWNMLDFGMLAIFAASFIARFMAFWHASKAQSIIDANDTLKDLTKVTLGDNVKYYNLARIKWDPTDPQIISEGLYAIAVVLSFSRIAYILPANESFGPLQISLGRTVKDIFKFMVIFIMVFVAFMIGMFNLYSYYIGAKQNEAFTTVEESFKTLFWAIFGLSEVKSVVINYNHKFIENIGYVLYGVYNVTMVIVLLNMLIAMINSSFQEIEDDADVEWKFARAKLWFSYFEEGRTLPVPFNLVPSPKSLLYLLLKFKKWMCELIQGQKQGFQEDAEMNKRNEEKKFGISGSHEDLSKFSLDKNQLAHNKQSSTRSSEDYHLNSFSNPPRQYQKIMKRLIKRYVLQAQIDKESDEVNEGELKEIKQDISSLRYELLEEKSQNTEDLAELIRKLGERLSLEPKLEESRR
RGS4 block: human RGS4 inhibition; P49798; HEK293 M3R/RGS4 inducible, Fluo-4 calcium flux; active compounds read high; triggered by carbachol at its EC20; B-score at 10 µM; 310,000 compounds, 0.45% hits; AID 463165;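 active = B-score, a plate-corrected calcium signal, over three deviations above library mean, with baseline fluorescence within five deviations of library mean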;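 also: RGS4 expression induced by doxycycline in cells with stable M3 receptor; B-score is computed from the integrated fluorescence ratio over baseline after carbachol; higher B-score means a larger calcium signal and so more RGS4 inhibition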
Target sequence (P49798 whole entry, looked up): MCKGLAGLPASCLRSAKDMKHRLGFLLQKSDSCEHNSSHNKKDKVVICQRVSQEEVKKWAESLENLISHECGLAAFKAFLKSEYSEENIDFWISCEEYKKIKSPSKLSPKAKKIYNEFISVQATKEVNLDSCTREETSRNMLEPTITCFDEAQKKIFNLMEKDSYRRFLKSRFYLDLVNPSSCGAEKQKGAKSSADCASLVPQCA
HIF act: HIF pathway transcriptional activation; U2OS HRE-luciferase reporter, luminescence; normalized: DMSO 0%, desferrioxamine 100%; activation, % at 7.5 µM (by protocol); 300,000 compounds, 0.32% hits;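 active = mean activation of at least 10% of the iron chelator positive control signal, with at least half of replicates also reaching 10%; inconclusive = mean and replicate majority disagree about reaching 10%; inactive = mean and most replicates under 10%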
MrgX1 antagonist: blocks BAM8-22 activation of human MrgX1 receptor; 310,000 compounds, 1.3% hits; B-score at 10 µM; Q96LB2; MRGX1-HEK293 calcium flux, Fluo-4, BAM8-22 antagonism; active compounds read low; AID 588676;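 active = calcium-response B-score plate-corrected more than 3 library SD below zero, starting fluorescence within 5 deviations, no agonist response on first addition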;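 also: peak minus trough fluorescence over baseline after final BAM8-22 challenge near maximal dose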
Platelet DG rel: platelet dense granule release activity; human platelet-rich plasma, SFLLRN dense granule ATP release, luminescence; 300,000 compounds, 0.22% hits; inhibition, %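 (compounds screened at 7.5 µM in platelet-rich plasma)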;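 active = mean replicate score, as percent of positive control, at or above 50; inconclusive = mean below 50 but at least one replicate at or above 50; inactive = mean and every replicate below 50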
MrgX1 allo act: allosterically activates human MrgX1 receptor signaling. 310,000 compounds, 0.63% hits. AID 588675. MrgX1-HEK293, Fluo-4 calcium flux, FDSS; active compounds read high. Q96LB2. B-score at 10 µM;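 active = plate-corrected calcium response at least 3 library SD above typical, normal starting fluorescence, not activating the receptor alone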;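 also: compound read alongside a low EC10 to EC30 dose of BAM8-22 agonist; peak minus trough fluorescence over baseline measured at the second addition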
RGS4 act: potentiators or activators of RGS4 | HEK293 M3R/inducible RGS4, carbachol calcium flux Fluo4; active compounds read low | B-score at 10 µM | 310,000 compounds, 0.92% hits;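 active = B-score of the integrated calcium signal more than 4 SD below the library mean, with starting fluorescence not abnormally high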;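 also: negative B-score means reduced calcium response which marks RGS4 activation or potentiation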
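Material: Inducible-RGS4 HEK293 cells carrying M3 receptor; also added: carbachol at ECmax as muscarinic agonist stimulus; incubation: compound preincubation 20 min at room temperature before agonist; signal: Fluo4-AM (2 µM) calcium-flux fluorescence, kinetic read; measure: integrated calcium ratio converted to B score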
TRPC6 act: activators of mouse TRPC6 channel; Q61143; HEK293-TRPC6 membrane potential dye fluorescence; active compounds read high; B-score at 10 µM; 310,000 compounds, 0.13% hits;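 active = B-score of the integrated fluorescence ratio above library mean plus 3 SD, and starting fluorescence ratio within library mean plus 5 SD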;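 also: higher score means more depolarization so channel activation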
* marks the source's active call; other numbers are inactive results; i = inactive; ? = inconclusive; · = not tested or not shown.

SMILES | SKKanGAS inh | TRPC4 inh | MrgX1 agonist | TRPC6 inh | RGS4 block | HIF act | MrgX1 antagonist | Platelet DG rel | MrgX1 allo act | RGS4 act | TRPC6 act
O=C(c1ccco1)N(Cc1cccc(F)c1)C1CCS(=O)(=O)C1 (stereo not drawn) | -6 | i | i | i | i | -0.3 | i | 0 | i | i | i
CC(C)(C)NC(=O)C(c1cccs1)N(CC1CCCO1)C(=O)Cn1nnc(-c2cccs2)n1 (stereo not drawn) | -7 | i | i | i | i | -0.1 | i | -3 | i | i | i
CC1(C(=O)OCC(=O)N2c3ccccc3Sc3ccccc32)CC1(Cl)Cl (stereo not drawn) | 25 | i | i | i | i | -0.5 | i | 9 | i | i | i
COc1nc(N/N=C/c2cc3c(cc2Br)OCO3)nc(N2CCOCC2)n1 | -9 | i | i | i | i | 0.8 | i | 4 | i | i | i
O=C(CCNc1ccccc1)c1ccc2c(c1)OCO2 | 0 | i | i | i | i | 3.9 | i | 0 | i | i | i
CC(C)NC(=O)CN1CCC(O)(c2ccccc2)CC1 | 0 | i | i | i | i | -0.3 | i | 9 | i | i | i
O=C(CSc1nnc2c(n1)[nH]c1ccc(F)cc12)NC1CC1 | 2 | i | i | i | i | -0.3 | i | 9 | i | i | i
CCOc1ccc(CNC(=O)CCCn2nc(CC)n3c(cc4occc43)c2=O)cc1 | 3 | i | i | i | i | 0.3 | i | 13 | i | i | i
N=c1ccn(Cc2ccccc2Cl)cc1 | -2 | i | i | i | i | 0.6 | i | -5 | i | i | i
Cc1nn(CC(=O)NCCc2ccccc2)c(=O)c2cc3occc3n12 | -9 | i | i | i | i | 0.8 | i | 0 | i | i | i
C=CCc1cccc(/C=N/NC(=O)C(C)Nc2ccc(C)cc2)c1O (stereo not drawn) | 44 | i | i | i | i | 0.0 | i | 5 | i | i | i
COc1ccc(CCNC(=O)CCC(=O)Nc2nnc(C(C)C)s2)cc1OC | -2 | i | i | i | i | 0.1 | i | 2 | i | i | i
CSc1sc(C(=O)NCC2CC2)c2c1S(=O)(=O)N(C)c1ccccc1-2 | -16 | i | i | i | i | 0.0 | i | -6 | i | i | i
Cc1ccc(NC(=O)c2ccc3c(c2)C(=O)N(CC2CCCO2)C3=O)cc1C (stereo not drawn) | -7 | i | i | i | i | 0.0 | i | 2 | i | i | i
Cc1ccccc1C(=O)N1CCN(CCNC(=O)C(=O)Nc2ccc(Br)cc2)CC1 | -17 | i | i | i | i | -2.0 | i | -6 | i | i | i
C/C(=N\NC(=O)c1ccc(Cl)cc1)c1cccnc1 | -2 | i | i | i | i | -6.7 | i | 5 | i | i | i
Cc1cc(C(=O)NCc2cccnc2)n(-c2ccccc2)n1 | -2 | i | i | i | i | -0.5 | i | -4 | i | i | i
CN(C)/C=C/C(=O)c1ccc(Br)s1 | 4 | i | i | i | i | -0.3 | i | -1 | i | i | i
CCOC(=O)C1CCCN(Cc2cc(=O)oc3cc(C)ccc23)C1 (stereo not drawn) | 0 | i | i | i | i | 2.3 | i | 2 | i | i | i
C=CCCC(=O)Nc1nc(C)c(-c2csc(Nc3ccc(Cl)cc3Cl)n2)s1 | ? | i | i | i | i | -1.7 | i | 2 | i | i | i
COc1cccc(OCc2cc(C(=O)N(C)Cc3nc4ccccc4[nH]3)no2)c1 | -7 | i | i | i | i | 1.8 | i | 4 | i | i | i
Cc1cc(C)cc(NC(=O)Cn2nnc3ccccc3c2=O)c1 | 2 | i | i | i | i | 0.1 | i | -10 | i | i | i
COc1cc([N+](=O)[O-])ccc1NC(=O)/C=C/C(=O)O | 11 | i | i | i | i | -0.3 | i | -1 | i | i | i
CC(C)C1CC(c2csc(N)n2)CCO1 (stereo not drawn) | 8 | i | i | i | i | 0.1 | i | -1 | i | i | i
COc1ccc(C(NC(=O)/C=C/c2ccco2)c2ccc(OC)c(OC)c2)cc1OC | -2 | i | i | i | i | 0.0 | i | 4 | i | i | i
(cont.)
SMILES | SKKanGAS inh | TRPC4 inh | MrgX1 agonist | TRPC6 inh | RGS4 block | HIF act | MrgX1 antagonist | Platelet DG rel | MrgX1 allo act | RGS4 act | TRPC6 act
N#CCSc1nnc(-c2ccccc2O)n1CCc1ccccc1 | -2 | i | i | i | i | 0.2 | i | -4 | i | i | i
Cc1ccccc1NC(=O)CCN1CCc2ccccc2C1 | -2 | i | i | i | i | -0.9 | i | 6 | i | i | i
COc1ccccc1/C=C/C(=O)c1cc(Br)ccc1OC(=O)c1ccco1 | 3 | i | i | i | i | 0.5 | i | 0 | i | i | i
Cc1cccc(NC(=S)N2CCC(O)CC2)c1C | 2 | · | i | i | i | -0.4 | i | 0 | i | i | i
CCOC(=O)C1(Cc2ccccc2)CCN(Cc2cc(OC)c3c(c2)OCO3)CC1 | -9 | i | i | i | i | -1.4 | i | -2 | i | i | i
CC1(C)NC(=O)N(CC(=O)N2CCC(Cc3ccccc3)CC2)C1=O | -3 | i | i | i | i | -0.4 | i | 14 | i | i | i
COc1ccc(-c2cc(C(=O)OCC(=O)N3CCCC3)c3ccccc3n2)cc1 | 10 | i | i | i | i | 1.1 | i | -3 | i | i | i
Cc1cc(C)c(C#N)c(SCC(=O)c2ccccc2)n1 | 4 | i | i | i | i | 0.0 | i | 1 | i | i | i
COc1cc2c(cc1OC)C(C(=O)Nc1ccc3c(c1)OCCO3)C(c1cccnc1)N(C)C2=O (stereo not drawn) | -7 | i | i | i | i | 1.6 | i | 3 | i | i | i
CC(Oc1ccc(Cl)cc1Cl)c1nc(-c2ccc(NC(=O)c3ccncc3)cc2)no1 (stereo not drawn) | 31 | i | i | i | i | -1.0 | -5.2* | -4 | i | i | i
CCOC(=O)C1(C(=O)O)NC(=O)CC1c1ccccc1 (stereo not drawn) | 39 | i | i | i | i | -0.2 | i | 4 | i | i | i
COc1ccc(OC)c(/C=N\NC(=O)c2ccc(=O)n(C)c2)c1 | -2 | i | i | i | i | -22 | i | -3 | i | i | i
CCOc1ccc2[nH]c(=O)c(CN(CCO)C(c3nnnn3C3CCCCC3)C(C)C)cc2c1 (stereo not drawn) | 0 | i | · | i | i | -0.6 | · | 15 | · | i | i
CCn1c(=N)n(CC(O)c2cccs2)c2ccccc21 (stereo not drawn) | 3 | i | i | i | i | 0.1 | i | 2 | i | i | i
COc1cccc(CNC(=O)C(CCSC)NS(=O)(=O)c2ccc3c(c2)oc(=O)n3C)c1 (stereo not drawn) | 2 | i | i | i | i | 0.3 | i | -1 | i | i | i
O=C(NC(Cc1c[nH]c2ccccc12)c1nnc2n1CCCCC2)c1ccccc1Cl (stereo not drawn) | 1 | i | i | i | i | -0.2 | i | 10 | i | i | i
CC1CN(C(=S)NC(=O)c2ccc([N+](=O)[O-])cc2)CC(C)O1 (stereo not drawn) | -5 | i | i | i | i | 0.2 | i | -18 | i | i | i
COc1cccc(C(=O)Nc2cc(Cl)c(O)c(Cl)c2)c1 | 9 | i | i | i | i | 0.0 | i | 15 | i | i | i
O=C1Nc2c(Br)cc(Br)cc2C1(O)N1CCOCC1 (stereo not drawn) | 1 | i | i | i | i | -0.9 | i | 3 | i | i | i
O=C(CN(C(=O)c1csnn1)c1ccc(F)cc1)NCc1ccc2c(c1)OCO2 | -3 | i | i | i | i | 0.1 | i | -6 | i | i | i
CCSc1oc(-c2cccs2)nc1S(=O)(=O)c1ccccc1 | -4 | i | i | i | i | -0.4 | i | 16 | i | i | i
O=C(Cn1cnnn1)Nc1cccc(S(=O)(=O)N2CCCCC2)c1 | -21 | · | i | i | i | -0.8 | i | -2 | i | i | i
CC(O)C(NS(=O)(=O)c1ccc(Cl)cc1)C(=O)OCC(=O)c1c[nH]c2ccccc12 (stereo not drawn) | -8 | i | i | i | i | -0.4 | i | 20 | i | i | i
COc1ccc(C(C)=O)cc1COc1ccc([N+](=O)[O-])c(C)c1 | 3 | i | i | i | i | -0.6 | i | 2 | i | i | i
CN(C(=S)Nc1ccc(F)cc1)C(c1ccccc1)c1ccccc1 | 4 | i | i | i | i | 0.4 | i | -2 | i | i | i
Later entries.
SMILES | SKKanGAS inh | TRPC4 inh | MrgX1 agonist | TRPC6 inh | RGS4 block | HIF act | MrgX1 antagonist | Platelet DG rel | MrgX1 allo act | RGS4 act | TRPC6 act
COc1ccc(N(CC(=O)NCc2ccc(F)cc2)S(=O)(=O)c2c(C)n[nH]c2C)cc1 | 7 | i | i | i | i | -0.2 | i | -3 | i | i | i
Nc1ccn(Cc2ccc(F)cc2)n1 | 3 | i | i | i | i | 0.0 | i | 4 | i | i | i
O=C(CN1CCN(Cc2ccccc2Cl)CC1)N/N=C/C=C\c1ccccc1[N+](=O)[O-] | 6 | i | i | i | i | -0.1 | i | -1 | i | i | i
CC(C)CCN(C(=O)c1csnn1)C(C(=O)NC1CCCC1)c1ccccc1 (stereo not drawn) | 3 | i | i | i | i | 0.4 | i | -10 | i | i | i
CCOC(=O)/C=C/c1nc(C(=O)OCC)c(C)c(=O)[nH]1 | 5 | i | i | i | i | -0.5 | i | -1 | i | i | i
FC(F)(F)c1nnc(Nc2ccc(Cl)cc2)s1 | -1 | i | i | i | i | 0.7 | i | 1 | i | i | i
COc1ccc(N2C(=O)CC(N3CCCC4CCCCC43)C2=O)cc1 (stereo not drawn) | 1 | i | i | i | i | 0.2 | i | 0 | i | i | i
Cc1cc(C)c(SCCc2ccncc2)c(C)c1 | 15 | i | i | i | i | -0.6 | i | 8 | i | i | i
CN(C(=O)CCN1CCCO1)C1CCCN(Cc2ccccc2F)C1 (stereo not drawn) | 0 | i | i | i | i | -0.8 | i | 9 | i | i | i
CCN(CC)CCNC(CC(=O)Nc1ccc(Cl)cc1Cl)C(=O)O (stereo not drawn) | -2 | i | i | i | i | -0.2 | i | -3 | i | i | i
Cc1cc(CN(C)C(=O)c2ccc(OC3CCN(CCc4ccccc4)CC3)cc2)on1 | -2 | i | i | i | i | -0.8 | i | 2 | i | i | i
COc1ccc(Cl)cc1NC(=S)NN1CCOCC1 | -8 | i | i | i | i | 0.0 | i | 5 | i | i | i
COc1ccc(Cc2nnc(NC(=O)c3cc(OC)cc(OC)c3)s2)cc1 | 12 | i | i | i | i | -1.1 | i | 2 | i | i | i
